Bioassay records: PubChem, National Center for Advancing Translational Sciences (NCATS)
KDM5B inhibitor – KDM5B demethylase inhibition. KDM5B demethylase, FDH-coupled NADH fluorescence (FDH is formaldehyde dehydrogenase). Potency, µM (series often up to 57.7 µM), for inactives: top-dose activity change, negative = inhibition, hits mostly inhibitors. hit rate 2.6% among 220,000. Q9UGL1. AID 1347165; active = well fitted inhibition curve with a large enough effect; inconclusive = small, poorly fitted or top-dose-only effect; inactive = no such curve, though single readings can be large or run the other way; also: 0% is about no effect; nearly all actives have a fitted effect of over 70% in size
Target sequence (Q9UGL1 whole entry, looked up): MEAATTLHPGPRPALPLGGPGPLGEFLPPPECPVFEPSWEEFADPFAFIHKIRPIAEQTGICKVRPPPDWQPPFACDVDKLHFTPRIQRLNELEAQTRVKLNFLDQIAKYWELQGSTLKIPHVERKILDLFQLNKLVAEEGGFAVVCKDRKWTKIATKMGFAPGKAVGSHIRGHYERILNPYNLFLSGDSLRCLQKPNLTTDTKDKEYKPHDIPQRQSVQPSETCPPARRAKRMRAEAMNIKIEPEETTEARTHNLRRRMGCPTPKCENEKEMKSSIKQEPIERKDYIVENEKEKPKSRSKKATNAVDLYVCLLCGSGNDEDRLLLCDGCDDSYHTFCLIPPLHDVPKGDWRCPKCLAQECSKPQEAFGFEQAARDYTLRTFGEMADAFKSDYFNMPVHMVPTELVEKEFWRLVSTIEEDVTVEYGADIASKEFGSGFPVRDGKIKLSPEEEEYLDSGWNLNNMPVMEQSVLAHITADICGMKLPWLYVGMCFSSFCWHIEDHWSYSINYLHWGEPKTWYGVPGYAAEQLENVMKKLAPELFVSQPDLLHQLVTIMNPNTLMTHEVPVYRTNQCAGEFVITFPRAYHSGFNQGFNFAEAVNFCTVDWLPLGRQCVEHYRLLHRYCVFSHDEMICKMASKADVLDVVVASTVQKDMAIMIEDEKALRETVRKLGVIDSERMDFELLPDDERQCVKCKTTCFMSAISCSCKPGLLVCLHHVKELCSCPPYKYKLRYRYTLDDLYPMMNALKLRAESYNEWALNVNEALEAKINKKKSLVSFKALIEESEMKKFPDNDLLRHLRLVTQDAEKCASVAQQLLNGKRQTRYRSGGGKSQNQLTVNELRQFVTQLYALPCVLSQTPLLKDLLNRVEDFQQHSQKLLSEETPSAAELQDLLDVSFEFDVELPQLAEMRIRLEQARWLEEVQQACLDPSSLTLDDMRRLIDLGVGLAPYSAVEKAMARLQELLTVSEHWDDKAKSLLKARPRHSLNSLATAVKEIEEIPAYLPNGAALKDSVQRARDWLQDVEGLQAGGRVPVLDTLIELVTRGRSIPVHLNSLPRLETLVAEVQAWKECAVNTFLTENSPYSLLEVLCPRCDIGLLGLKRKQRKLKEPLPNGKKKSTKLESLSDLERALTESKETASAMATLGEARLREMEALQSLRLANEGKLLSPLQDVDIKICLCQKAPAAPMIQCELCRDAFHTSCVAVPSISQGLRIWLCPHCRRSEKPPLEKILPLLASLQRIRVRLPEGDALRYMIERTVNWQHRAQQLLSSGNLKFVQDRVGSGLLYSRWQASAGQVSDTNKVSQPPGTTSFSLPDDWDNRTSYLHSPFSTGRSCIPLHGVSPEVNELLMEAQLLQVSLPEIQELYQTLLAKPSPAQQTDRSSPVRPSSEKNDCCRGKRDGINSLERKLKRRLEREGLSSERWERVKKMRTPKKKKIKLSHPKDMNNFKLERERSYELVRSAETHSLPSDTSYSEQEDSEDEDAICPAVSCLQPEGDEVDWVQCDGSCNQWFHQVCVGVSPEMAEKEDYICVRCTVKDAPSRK
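Measured: NADH fluorescence change, 30 min, RT. System: KDM5BΔAP 200 nM final, H3K4me3 peptide, α-KG, Fe(II), ascorbate, NAD⁺ plus FDH, pH 7.5 HEPES. Compounds: titrated, 10 min pre-incubation with enzyme.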
An asterisk follows results filed as active; ? = inconclusive; [ ] = remark or other dose. Potency is read from the fitted curve at half-maximal effect.

structure	KDM5B inhibitor
CCc1ccccc1N1CC(c2nc3ccccc3n2CCOc2ccc(Cl)c(C)c2)CC1=O (centres undefined)	?
Cc1nn(C(=O)c2ccc(Br)cc2)c(C)c1Sc1ccccc1	-24%
CCc1cccc(NC(=O)c2nc3ccccc3nc2N(CC)CC)c1	-8%
O=C(CSc1ncnc2sc3c(c12)CCCC3)Nc1ccc2c(c1)OCCO2	-15%
Cc1cccc2c1nc1n2[C@@H](CNCc2nc3ccccc3n2C)COC1	6%[86.2 µM]
CC(C)Oc1ccc(C(=O)N2CCC3(CC2)C(=O)N(C)c2ccccc23)cc1	8%
COc1ccc(NC(=O)CN2C(=O)NC3(CCS(=O)(=O)CC3)C2=O)cc1	16%
Cc1cccc(-c2ccc3c(c2)C(=O)N2CC[C@H](N)[C@H]2C(=O)N3)c1C	-25%[86.2 µM]
COCCN1C(=O)c2cccn2CC1CNC(=O)Nc1ccc(OC)cc1 (centres undefined)	-4%
Cc1ccc(-c2cn3c(n2)CO[C@@H](CNC(=O)c2ccc(Cl)cc2)C3)cc1	?
CCc1ccc(-n2nc(-c3nc4ccccc4s3)c(N)c2C(=O)OC)cc1	-14%
O=C(C[n+]1cc(-c2ccc(F)cc2)n2c1CCC2)c1cccs1	13%
O=c1c2ccccc2c(-c2cccs2)nn1CC(O)COCc1ccc(Cl)cc1 (centres undefined)	-15%
Cc1c(C(=O)Nc2ccc3oc(-c4ccc(F)cc4)nc3c2)cccc1[N+](=O)[O-]	6%
COc1cc2c(=O)n(CCc3ccccc3)c(=O)n(CC(=O)Nc3ccccc3)c2cc1OC	?
Cc1ccc(S(=O)(=O)NCc2ccc(N3CCCC3)nc2)cc1C	9%

Arranged by count of non-hydrogen atoms (largest number first): some entries from above
structure	KDM5B inhibitor
COc1cc2c(=O)n(CCc3ccccc3)c(=O)n(CC(=O)Nc3ccccc3)c2cc1OC	?
Cc1c(C(=O)Nc2ccc3oc(-c4ccc(F)cc4)nc3c2)cccc1[N+](=O)[O-]	6%
Cc1ccc(-c2cn3c(n2)CO[C@@H](CNC(=O)c2ccc(Cl)cc2)C3)cc1	?
Cc1ccc(S(=O)(=O)NCc2ccc(N3CCCC3)nc2)cc1C	9%
O=C(C[n+]1cc(-c2ccc(F)cc2)n2c1CCC2)c1cccs1	13%

The list goes on.
structure	KDM5B inhibitor
Cc1ccccc1-c1noc(CCC(=O)N2CCC3(CCCNC3)C2)n1 (centres undefined)	-28%
CSc1ccccc1NC(=O)CC(C)(C)CC(=O)O	19%
Cc1ccc(NC(=O)c2ccc(S(=O)(=O)NCC(C)O)cc2)cc1Cl (centres undefined)	?
COc1cccc(CN(C(=O)c2cc3ccccc3oc2=O)C2CCS(=O)(=O)C2)c1 (centres undefined)	6%
Nc1nc(C2CC(O)C2)cc(N2CCCN(C(=O)c3ccoc3)CC2)n1 (centres undefined)	-20%
CN(C)c1ncnc2sc3c(c12)CCN(Cc1ccco1)C3	?
CC(C)(C)C(=O)/C=c1/[nH]c(=O)/c(=C\c2ccccc2OC(F)(F)F)s1	-1%
CC(=O)N1CCC(N(Cc2ccco2)C(=O)Nc2ccc(Br)cc2F)CC1	2%
COc1ccc(CN[C@H]2C[C@@H](Cc3cc(CN4CCOCC4)on3)C2(C)C)cc1	?
Cc1cc(=O)n(CC(=O)Nc2ccccc2F)c(N2CCc3ccccc3C2)n1	?
O=C(/C=C/c1ccc(OCc2ccccc2)cc1)c1ccccc1	3%
COC(=O)COc1ccc2c(=O)c(Oc3ccc(Br)cc3)c(C)oc2c1	1%
CCOc1ccccc1CNC	23%
Cc1cccc(N2CCN(C(=O)C3CCC(CNS(=O)(=O)c4ccc(Br)s4)CC3)CC2)c1C (centres undefined)	2%
COc1ccc(S(=O)(=O)N[C@H](C)c2c(-c3ccc(F)cc3)noc2C(=O)O)cc1	4%[86.2 µM]
CCOc1cc([C@H]2[C@@H]3CCCC[C@]3(O)CCN2Cc2ccccc2F)ccc1O	5%
Clc1ccc(C2CC(c3ccc(Br)cc3)=NO2)cc1 (centres undefined)	18%
CCC(O)c1cc2n(n1)CCCN(C(=O)CCc1ccsc1)C2 (centres undefined)	-12%
C=CCOc1cccc(NC(=O)C2CC2)c1	26%
O=C(O)c1ccc(NC(NC(=O)c2ccco2)C(=O)c2ccccc2)cc1 (centres undefined)	-24%
CCCOc1ccc(/C=C(/C#N)c2nc3ccccc3[nH]2)c(OCCC)c1	-8%
CCOc1ccc(-c2cc(C(=O)N3CCN(c4ncccn4)CC3)c3ccccc3n2)cc1	-1%
CNC(=O)CCn1ncc2cc(OCc3ccccc3-c3cccc(C)c3)ccc21	35µM*
Cc1noc([C@@H](C)NS(=O)(=O)c2ccc(Cl)cc2)c1C(=O)O	-18%[86.2 µM]
Cc1cccc(NC(=O)CN(C)C(=O)CCc2ncc(-c3ccccc3F)o2)c1C	13%
COc1ccc(-c2coc3cc(OC(=O)c4ccccc4)ccc3c2=O)cc1OC	8%
COc1ccc(OC)c(NC(=O)c2cc3n(n2)CC(c2ccc(Cl)cc2)OC3)c1 (centres undefined)	25µM*
CCc1nc2cccnc2n1-c1ccc(CC(=O)Nc2ccccc2Cl)cc1	-23%
CCCN(CC1CC1)C(=O)C1CCC(=O)N(Cc2ccc(Cl)cc2)C1 (centres undefined)	?
CCOc1ccc(C(c2c(O)nc(SC)[nH]c2=O)c2c(O)nc(SC)[nH]c2=O)cc1	?
CCCn1nc(C)cc1CN(C)C(=O)[C@@H]1CN(C(C)=O)C[C@H]1c1nc(C)no1	6%
Fc1ccccc1N1CCN(c2nnc(C(F)(F)F)c3nnn(Cc4ccccc4)c23)CC1	-5%
CC(=O)Nc1ccc(C(=O)N2Cc3ccccc3OC3(CCN(C(C)=O)CC3)C2)cc1	3%[115 µM]
COc1ccc(OC)c(CN2CC[C@@H]3OCC(=O)N(c4ccccc4)[C@H]3CC2)c1	?
C[C@@H](NCC1CC1)c1onc(-c2ccc(Cl)cc2)c1C(=O)O	-23%[86.2 µM]
CC(C)CC(=O)OCc1cc(=O)n2nc(C3CCCCC3)sc2n1	-14%
CCCc1ccc(-c2ccc(C(=O)Oc3ccc(Br)cc3)cc2)nc1	-22%
Cc1cc(C(=O)N2CCN(CC(=O)NC3CC3)CC2)c2ccccc2n1	16%
CCN1CCN(C(c2ccc(OC)cc2)c2c(O)cc(C)n(Cc3ccco3)c2=O)CC1 (centres undefined)	?
CC(=O)Nc1cc(NC(=O)C2(C)CC2(Cl)Cl)ccc1C (centres undefined)	28%
CCCNC(=O)CCCN1C(=O)CCn2nc(-c3cccn3C)cc21	-20%
CCN1C(=O)Cc2cc(C(=O)NCc3c(C)cc(C)cc3C)ccc21	22%
O=C(NCC1(c2ccccc2)CC1)c1n[nH]c(=O)c2ccccc12	13%
O=C(NCC1CC1)c1cn(C2CN(C(=O)Cc3cccc(F)c3)C2)nn1	-4%
CC1(NC(=O)C2CC2)CN(Cc2nc(-c3ccc(Oc4ccccc4)cc3)cs2)C1	-5%[86.2 µM]
O=C(c1cncc(Cl)c1)N1CCC(c2nn(-c3ccc(F)cc3)c(=O)[nH]2)CC1	-2%
O=C(NC1CCCN(c2cc(-c3ccc(Cl)cc3)[nH]n2)C1)c1cccnc1 (centres undefined)	12%
CC(C)C(=O)N1CC[C@H](CO)[C@H](NC(=O)C2CC2)C1	-12%
CCOc1ccc(CNC2CCCc3ccccc32)cc1 (centres undefined)	?
CC(C)(CC(=O)O)CC(=O)Nc1ccccc1	2%
COc1ccc(OC)c(S(=O)(=O)NCc2ccc3c(c2)CCN3C(=O)c2cccc(C)c2)c1	-23%
O=C(CCS(=O)(=O)C/C=C/c1ccccc1)Nc1ccc(F)cc1	23%
Cc1ccc(NS(=O)(=O)c2c(F)cc(F)cc2Br)cc1C	9%
N#Cc1ccc(OCCSC2=NCCS2)cc1	4%
O[C@@H]1C[C@@H](c2nnc3n2CCN(Cc2ccc(F)c(F)c2)C3)N(Cc2ccccc2)C1	-7%
O=C(CN1CCCCCCC1)N1CCCC2(CCNC2)C1 (centres undefined)	-26%

(next part)
structure	KDM5B inhibitor
Brc1ccc(-c2cc3c(N4CCN(c5ccccc5)CC4)nccn3n2)cc1	?
O=C1CCN(Cc2ccncc2)CCCC(c2nc(-c3cnccn3)no2)CCN1 (centres undefined)	?
Cc1nc2scc(CC(=O)NCC(C)C)n2c(=O)c1-c1cc(C)n(-c2ccc(F)cc2)n1	?
O=C(c1ccc2c(c1)[nH]c(=O)n2C1CCC(O)CC1)N1CCc2ccccc2C1 (centres undefined)	18%
CC1(C)CC(N=Cc2ccccc2O)CC(C)(C)N1	-7%
CN(C(=O)c1c(Cl)c2ccccc2n1C)c1ccccc1	-1%
COc1ccc(-c2cc(OC(=O)c3cccc(Cl)c3)c3c(C)oc(C)c3c(=O)c2)cc1	?
Cc1ccc(C(=O)N2CCC3(CC2)NC(=O)N(c2ccccc2Cl)N3)cc1C	-6%
COc1ccc(NC(=O)CSc2nccn2Cc2ccco2)cc1OC	-14%
COc1ccc(/C=C/C(=O)c2cccc(N)c2)cc1	-19%
Cc1cc2oc(=O)cc(COC(=O)c3cc(S(=O)(=O)N(C)C)ccc3NCCO)c2cc1C	3%
CC(C)(C)c1ccc(C(=O)C(=O)N(Cc2cccs2)C2CC2)cc1	2%
O=C(c1ccc(-c2ccc(CO)cc2)nc1)N1CCC(CCc2ccccc2)CC1	17%
COC(=O)[C@@H](C)NC(=O)[C@H]1CN(C(C)=O)CCN1C(C)=O	27%[86.2 µM]
COc1ccc(N2C(=O)CC(NNc3nc4ccccc4s3)C2=O)cc1 (centres undefined)	20%
FC(F)(F)c1ccccc1-n1c(-c2cnccn2)n[nH]c1=S	6%
O=C(c1ccncc1)N1CCC2(CC1)CC(OCC1CC1)CCO2 (centres undefined)	-8%
Nc1nc(NCC2CCCO2)nc(Nc2ccccc2F)c1[N+](=O)[O-] (centres undefined)	24%
CC(C)N1CC[C@@H]2[C@H]1C(=O)NC[C@H](CCC(=O)N1CCc3ccccc31)N2C	-12%[86.2 µM]
CNC(=O)[C@@H](Cc1ccccc1)N1CCC[C@H]1C(=O)NCCOC	-3%[86.2 µM]
O=C(c1cccc(F)c1)N1CCN(Cc2cc(=O)n3ccsc3n2)CC1	-8%
CC(C)C(NC(=O)Cc1n[nH]c(=O)c2ccccc12)c1ccc(C(C)(C)C)cc1 (centres undefined)	12%
CC(C)(C)c1ccc(OCCC(=O)Nc2ccc(N3CCOCC3)cc2)cc1	8%
O=C(CSc1c2c(nc3ccccc13)CCC2)Nc1ccc(F)cc1F	-14%
Cc1ncc2n1C(=O)N(C1CCN(C(=O)c3ccccc3F)CC1)C2	?
Cc1noc(-c2cccc(F)c2)c1C(=O)NCc1cccc2ccccc12	-19%
Nc1nc(CCC(=O)N2CCn3nc(C(O)c4ccccc4)cc3C2)cs1 (centres undefined)	-25%
CC1(C(=O)NCc2cccc(F)c2)CCCCC(=O)N1 (centres undefined)	-31%
Cc1ccccc1-n1cnnc1SCCC(=O)Nc1ccc(S(=O)(=O)N(C)C)cc1	18%
COc1ccccc1CNC(=O)C1CCCN(S(=O)(=O)c2cc(-c3noc(C)n3)ccc2C)C1 (centres undefined)	-7%
O=C(c1ccncc1)N1CCCC(c2noc(COc3ccccc3)n2)C1 (centres undefined)	1%
COc1cccc(CNC(=O)c2ccc(-c3nc(CS(=O)c4ccccc4)c(C)o3)cc2)c1 (centres undefined)	-5%
COc1ccc(C(=O)NC2CCN(C(=O)N3CC4CC(C3)[C@H]3CCCC(=O)N3C4)CC2)c(OC)n1 (some centres undefined)	9%
Cn1cc(C(=O)N2CCN(S(=O)(=O)c3ccc(F)cc3)CC2)c2ccccc21	-10%
CCOc1cc(/C=C2/SC(=S)N(CC(=O)O)C2=O)ccc1OC(=O)c1cccs1	-1%
COc1ccc(C(=O)N2C[C@@H](Oc3ccccc3)C[C@H]2C(=O)N2CCCC2)cc1	?
CC(C)N(C(=O)CC(C#N)(CC(=O)N(C(C)C)C(C)C)c1nc2ccccc2s1)C(C)C	3%
O=C(NCCC(=O)N1CCCC1)c1cc(=O)[nH]c2ccccc12	42%[activator]
Cn1c(SCC(=O)Nc2sccc2C#N)nnc1-c1cccc(Cl)c1	0%
Cc1cccc(CNC(=O)C2CCN(c3nnc(-n4c(C)ccc4C)s3)CC2)c1	-21%
CCC1CN(C(=O)c2ccc3nc[nH]c3c2)CCC(=O)N1Cc1ccccc1 (centres undefined)	-29%
CC1(C)CC(=O)C2=C(C1)OC(N)=C(C#N)C2c1ccc(-c2ccc(Br)cc2)o1 (centres undefined)	-19%
Cc1ccc(-n2nnc(-c3nc(-c4ccccc4Cl)no3)c2C)cc1F	-5%
C=CCOc1nc2c(c(=O)n(C)c(=O)n2C)n1Cc1ccccc1	18%
Cc1ccc(CN2CCC(CNC(=O)c3c(C)oc4ncnc(N5CCOCC5)c34)C2)cc1 (centres undefined)	-9%
CNC(=O)c1ccc2cncn2c1	32µM*
O=C(c1ccc(F)c(F)c1)N1CCC2(CC1)N(c1ccccc1)C(=O)CS2(=O)=O	0%
O=C1CC2(CCN(S(=O)(=O)c3ccccc3)CC2)Oc2cc(Cl)ccc21	-14%
O=C(NCc1ccc2c(c1)OCO2)C1CN(c2ccccc2)C(=O)N1 (centres undefined)	-27%[86.2 µM]

A portion of the library, so the mix of outcomes need not match the whole.
